AmpC detergent = blocks E. coli AmpC beta-lactamase in detergent assay | P00811 | AmpC hydrolysis of nitrocefin, absorbance 480 nm, 0.01% Triton | Potency, µM (doses to about 114 µM), without a hit: top-dose activity change, negative = inhibition, usual class: inhibitors | 0.041% of 370,000 active | AID 485294;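 further: potency means the concentration at half of the fitted maximal effect; 0% = no-compound wells and -100% = no-enzyme wells; nearly all actives have a fitted effect of over 25% in size; some results filed as inactive show a strong effect at the top dose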
Target sequence (P00811 whole entry, looked up): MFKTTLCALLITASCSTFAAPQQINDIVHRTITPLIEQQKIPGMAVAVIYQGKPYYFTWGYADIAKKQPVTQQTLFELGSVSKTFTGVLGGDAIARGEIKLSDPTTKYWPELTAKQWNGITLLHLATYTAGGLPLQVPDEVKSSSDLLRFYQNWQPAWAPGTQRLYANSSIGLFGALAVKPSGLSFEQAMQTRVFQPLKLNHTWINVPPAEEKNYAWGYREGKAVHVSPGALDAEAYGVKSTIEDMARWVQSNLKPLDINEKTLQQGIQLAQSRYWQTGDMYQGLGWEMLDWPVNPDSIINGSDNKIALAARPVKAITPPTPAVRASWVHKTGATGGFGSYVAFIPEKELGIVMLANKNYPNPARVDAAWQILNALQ
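AmpC (5.3 nM in the dispensed reagent) in 20 mM phosphate pH 7.0 with 0.01% (detergent screen) or 0.0001% Triton X-100 was preincubated with compounds for 15 min at room temperature. Nitrocefin was then added from an 800 uM solution, and hydrolysis was followed at 480 nm.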
FBPA Giardia inh = Giardia lamblia aldolase inhibition | A8B2U2 | purified Giardia FBPA | Potency, µM (top dose mostly 59.6 µM), for inactives: at the highest dose activity, negative = inhibition, most hits filed as inhibitors | 0.71% of 290,000 active; further: potency means the concentration at half of the fitted maximal effect; nearly all actives have a fitted effect of over 55% in size
Target sequence (A8B2U2 whole entry, looked up): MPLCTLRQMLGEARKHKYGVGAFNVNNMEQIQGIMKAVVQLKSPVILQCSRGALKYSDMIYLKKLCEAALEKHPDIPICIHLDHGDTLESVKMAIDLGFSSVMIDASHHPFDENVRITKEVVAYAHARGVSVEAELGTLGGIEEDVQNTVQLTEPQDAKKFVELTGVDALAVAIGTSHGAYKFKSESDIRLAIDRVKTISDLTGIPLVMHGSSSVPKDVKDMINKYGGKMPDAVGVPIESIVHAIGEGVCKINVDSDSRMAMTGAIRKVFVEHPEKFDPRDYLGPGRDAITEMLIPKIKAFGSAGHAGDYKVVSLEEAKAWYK
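40 nM FBPA preincubated 10 min at RT with compound (up to 57.5 uM final), then substrate plus GAPDH/TPI/NAD/arsenate coupling and diaphorase/resazurin added. Fluorescence read after 20 min at RT, 525/598 nm.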
HCMV antiviral = human cytomegalovirus inhibition. 4.5% of 410,000 active. AID 1259415. activity change, negative = inhibition, % at 57.5 µM. HFF cells, HCMV-luciferase reporter, 72 h; active compounds read low; in the data active means activity change below about -60%; inconclusive means no clear call, values can overlap the other calls; inactive means above about -39%
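Human foreskin fibroblasts infected with luciferase-reporter HCMV at MOI 1 PFU/cell, compounds at two doses. Luciferase measured 72 h post infection; normalized to buffer-only basal and Salinomycin (10uM) controls.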
Sm TGR block = S. mansoni TGR enzyme inhibition | Q962Y6 | purified TGR, DTNB reduction, TNB absorbance 405 nm | Potency, µM (titrated, usually from 114 µM), for the others: at the highest dose activity change, negative = inhibition, hits mostly inhibitors | 3% of 360,000 active; further: potency means the concentration at half of the fitted maximal effect; nearly all actives have a fitted effect of over 60% in size
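First, TGR (20 nM dispensed) and NADPH were mixed with compound. Second, a 15 min room-temperature incubation followed. Third, further NADPH and then DTNB were added to start the reaction. Finally, TNB absorbance was monitored kinetically.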
AMA1-RON2 inh = disrupts binding of P. falciparum AMA1 to RON2; AlphaScreen AMA1-biotinylated RON2 peptide binding; Potency, µM (series often up to 58.2 µM), for the others: at the top dose activity change, negative = inhibition, hits mostly inhibitors; 0.2% of 360,000 active; AID 720542;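 further: potency means the concentration at half of the fitted maximal effect; 0% = vehicle wells and -100% = peptide control; nearly all actives have a fitted effect of over 45% in size; some results filed as inactive show a strong effect at the top dose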
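AMA1 (3D7) with his tag at 25 nM final met compounds first, then biotinylated RON2 peptide at 25 nM; detection used donor plus acceptor beads, 10 µg/mL apiece, read by AlphaScreen after 30 min at room temperature.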
HCV inh = inhibitors of hepatitis C virus infection; Potency, µM (top dose mostly 41.8 µM), for the others: at the top dose activity change, negative = inhibition, most hits filed as inhibitors; 3.4% of 340,000 active; Huh7.5.1 HCVcc-Cre infection, luciferase reporter, 44 h; AID 651820; further: potency means the concentration at half of the fitted maximal effect
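Reporter virus HCVcc-Cre (~0.5 moi) infects cells exposed to compound; seeding density 1,000 cells/well with 4 h settling beforehand. Luminescence, 15 sec read, taken 44 h post-infection following a 15 min RT substrate incubation.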
The depositor's hits bear a star; ? = inconclusive; / = no result given; [ ] = another dose, or the depositor's remark. Unless noted, the call rests on the fitted dose curve; in most records, active means well fitted curve in the direction sought with a large enough effect; inconclusive means small, poorly fitted or top-dose-only effect, or another doubt; inactive means no such curve, though single readings can be large; an effect the other way counts as inactive or inconclusive. Unless noted, on the % scale 0 is the no-effect control and ±100 the full control effect.

entry | compound | AmpC detergent | FBPA Giardia inh | HCMV antiviral
1 | COc1ccc(CNS(=O)(=O)c2ccc(-c3ccc(=O)[nH]n3)s2)cc1OC | -1% | / | -1
2 | CC(=O)N(CCCc1ccc(C(C)(C)C)cc1)CCCN(C)C | ? | 1% | ?
3 | CCOc1ccc(S(=O)(=O)N2CCC(C(=O)N3CCc4ccccc4C3)CC2)cc1 | ? | 5% | ?
4 | Cc1ccc(Cl)cc1N1CCN(C(=O)Cn2ncc3c([nH]c4ccccc43)c2=O)CC1 | 1% | / | 7
5 | c1ccc(-c2cn3c(n2)CCC3)cc1 | 4% | 2% | 42
6 | O=C(CSc1cccc[n+]1[O-])Nc1cccc(Oc2ccccc2)c1 | -7% | -14% | 26
7 | COC(=O)[C@@H](NC(=O)Nc1cccc(Br)c1)C(C)C | -7% | 4% | 12
8 | O=C(Nc1ccc(Oc2ccccc2)nc1)C1CCCCN1Cc1ccc(OCCO)cc1 (stereo unspecified) | 0% | -12% | 1
9 | CCC(C)(C(=O)NC1CCCC1)N(C(=O)CNC(=O)c1ccccc1)c1c(C)n(C)n(-c2ccccc2)c1=O (stereo unspecified) | ? | 6% | 53
10 | NS(=O)(=O)c1ccc(N2C(=O)C3C4CC(C(Br)C4Br)C3C2=O)cc1 (stereo unspecified) | 1% | 1% | -31
11 | CCOC(=O)c1cn(Cc2ccc(C)cc2)c2cc(F)ccc2c1=O | 1% | -2% | ?
12 | Cc1noc(C)c1CSc1nnnn1-c1ccc(Cl)cc1 | -14% | 8% | -37
13 | O=C(COC(=O)C1CCN(c2ccc(C(F)(F)F)cn2)CC1)c1cccc(Br)c1 | -2% | / | -38
14 | COc1cc(C(=O)NC(=S)Nc2cccc3nc(C)ccc23)cc(OC)c1OC | 5% | -22% | 14
15 | COc1cccc(-c2csc(N3CCN(CC(=O)NNC(=O)c4ccc(Cl)cc4)CC3)n2)c1 | -4% | 0% | ?

entry | Sm TGR block | AMA1-RON2 inh | HCV inh
1 | -2% | -3% | 13%
2 | 8% | -7% | 7.9µM*
3 | -2% | 7% | -23%
4 | 2% | / | /
5 | -20% | 1% | 3%
6 | 7% | 6% | -4%
7 | -23% | -14% | 7%
8 | ? | 15% | 13%
9 | 0% | -4% | 24%
10 | 3% | 1% | 17%
11 | 28% | 10% | -22%
12 | 0% | 1% | ?
13 | -1% | -17% | ?
14 | -4% | -12% | ?
15 | 5% | 51%[activator] | -28%

From no. 14 up to 15, as listed above:
entry | compound | AmpC detergent | FBPA Giardia inh | HCMV antiviral
14 | COc1cc(C(=O)NC(=S)Nc2cccc3nc(C)ccc23)cc(OC)c1OC | 5% | -22% | 14
15 | COc1cccc(-c2csc(N3CCN(CC(=O)NNC(=O)c4ccc(Cl)cc4)CC3)n2)c1 | -4% | 0% | ?

entry | Sm TGR block | AMA1-RON2 inh | HCV inh
14 | -4% | -12% | ?
15 | 5% | 51%[activator] | -28%

(list continues)
entry | compound | AmpC detergent | FBPA Giardia inh | HCMV antiviral
16 | CC(NC(=O)CSc1nnnn1C1CC1)c1ccccc1Br (stereo unspecified) | / | / | -13
17 | Cc1ccc(NC(=O)Cn2cnc(C(=O)Nc3ccc(C)c(C)c3)n2)cc1C | / | / | -1
18 | CCOC(=O)C1CCN(c2c(NC3CCCCCCC3)c(=O)c2=O)CC1 | -8% | 1% | -11
19 | O=C(NNc1cc(N2CCCC2)nc(N2CCCC2)n1)c1ccc([N+](=O)[O-])cc1 | -3% | ? | ?
20 | N/C(=N\OC(=O)c1ccc2c(c1)OCO2)c1cccc(Br)c1 | -7% | -7% | 62
21 | O=C(COC(=O)c1ccco1)NCc1ccc2c(c1)OCO2 | 6% | 5% | -13
22 | Cc1ccccc1Cn1c(=O)n(CCC(=O)NCc2ccc3c(c2)OCO3)c(=O)c2ccccc21 | ? | 5% | ?
23 | O=C1C2CCCC1C(N1CCCC1)CC2 (stereo unspecified) | ? | -8% | -5
24 | CC(CCc1ccco1)NC(=O)c1cc2c(-c3ccccc3F)nn(C)c2s1 (stereo unspecified) | ? | -1% | 23
25 | COc1ccccc1-n1c(-c2ccccc2Cl)nc2ccccc2c1=O | -1% | 8% | -3
26 | O=C(Cc1ccc(Br)cc1)Nc1ccccc1Sc1ccccc1 | 5% | 1% | -24
27 | COc1ccccc1NC(=O)CN1C(=O)COc2ccc(S(=O)(=O)N3CCOCC3)cc21 | 2% | 4% | ?
28 | CCCCSc1nc2c(cnn2-c2ccccc2)c(=O)n1N | -11% | -7% | 84
29 | Cc1ccc(NC(=O)N(C)c2ccccc2)cc1 | -2% | 9% | -34
30 | CCN(C[C@H]1N[C@@](C)(C(=O)OC)[C@H]2C(=O)N(C)C(=O)[C@@H]12)S(=O)(=O)c1ccc(OC)cc1 | / | / | 14

entry | Sm TGR block | AMA1-RON2 inh | HCV inh
16 | / | 1% | -17%
17 | / | 4% | 6%
18 | -14% | 16% | 5%
19 | 6%[57.1 µM] | 64%[activator] | ?
20 | 1% | 0% | 13%
21 | 4% | -1% | 6%
22 | -3% | 0% | 23%
23 | -4% | 0% | -4%
24 | ? | -15% | 18µM*
25 | -11% | -4% | -30%
26 | -22% | 37%[activator] | -26%
27 | 6% | 4% | 11%
28 | / | 53%[activator] | -19%
29 | 0% | -3% | -11%
30 | / | -2% | -21%

The list continues:
entry | compound | AmpC detergent | FBPA Giardia inh | HCMV antiviral
31 | Cn1c(SCC(=O)c2cc(Cl)c(Cl)s2)nnc1-c1ccco1 | -1% | -8% | -18
32 | O=C(NCCCN1CCOCC1)c1ccc2c(=O)n(CCc3ccccc3)c(=O)[nH]c2c1 | -1% | 6% | 22
33 | Cc1ccc(-n2c(N)c(C(N)=O)sc2=S)c(C)c1 | 4% | -8% | -26
34 | CCN(CC)S(=O)(=O)c1ccc2[nH]c(=O)c3ccccc3c2c1 | 1% | 0% | 10
35 | Clc1ccccc1-c1nnc(COc2ccccc2)o1 | -3% | / | 80
36 | O=C(CN1CCN(Cc2ccccc2Cl)CC1)N/N=C/c1ccco1 | -1% | -1% | 4
37 | O=C(CSCc1ccc(Cl)cc1)Nc1ccc(-c2nnc(-c3ccccc3)o2)cc1 | -2% | 6% | 40
38 | COc1ccc(NC(=O)n2ncc3cc(Cl)ccc32)cc1OC | -1% | -10% | 84
39 | CCOc1ccc(/C=N/NC(=O)COc2ccccc2-c2ccccc2)cc1 | -11% | 0% | 12
40 | COc1ccccc1/C=C1/C(=O)N(c2ccccc2)N=C1C | 2% | -2% | 4
41 | Cc1ccc(NC(=O)c2ccc(CSc3nnc(C)s3)cc2)c(C)c1 | ? | -2% | -10
42 | CC(=O)c1cccc(NC(=O)c2cc(-c3ccc(C)cc3)on2)c1 | -9% | 3% | 4
43 | Cc1cnc(NC(=O)c2cc3c(s2)CCCC3)s1 | 2% | -5% | ?
44 | COc1ccc(S(=O)(=O)Nc2ccc3c(c2)C(=O)N([C@H](C)CO)C[C@H](C)[C@@H](CN(C)S(=O)(=O)c2c(C)noc2C)O3)cc1 | / | / | 6
45 | O=C(Nc1ccccc1C(=O)NCCCN1CCOCC1)c1ccc(F)cc1F | -5% | / | 1

entry | Sm TGR block | AMA1-RON2 inh | HCV inh
31 | 25µM* | 4% | -36%
32 | -3% | -2% | ?
33 | 2% | -8% | 9%
34 | -33% | 1% | 12%
35 | -1% | / | /
36 | 0% | 17% | 11%
37 | -10% | -9% | 7.1µM*
38 | -29% | 2% | -2%
39 | -26% | 3% | ?
40 | 3% | -28% | 8%
41 | 2% | 0% | ?
42 | 1% | 1% | -15%
43 | 2% | 2% | ?
44 | / | 5% | ?
45 | 0% | 7% | 0%

(cont.)
entry | compound | AmpC detergent | FBPA Giardia inh | HCMV antiviral
46 | CN1CCN(S(=O)(=O)c2ccc(NC(=O)c3ccc(F)cc3Cl)cc2)CC1 | -7% | 3% | 16
47 | CC(C)(C)c1ccc(Cn2c(=N)n(CC(O)c3ccco3)c3ccccc32)cc1 (stereo unspecified) | 5% | -5% | /
48 | COc1ccc(C)cc1NC(=O)Nc1ccccc1SC | -4% | 1% | -6
49 | CC1CCN(CCCOc2ccc(Br)cc2Cl)CC1 | ? | ? | 28
50 | OC(COc1ccc(Cl)cc1)CN1CCCCC1 (stereo unspecified) | -7% | -2% | 0
51 | Cc1ccc(S(=O)(=O)NCC(c2ccccc2)N2CCN(c3ccc(F)cc3)CC2)cc1 (stereo unspecified) | -10% | -20% | 32
52 | CN(C)C(Cc1ccccc1)C(=O)c1ccccc1 (stereo unspecified) | -10% | 4% | -31
53 | O=C(COC(=O)/C=C/c1c(F)cccc1Cl)NCC1CCCO1 (stereo unspecified) | ? | / | -13
54 | COCC1CCCC1OS(N)(=O)=O (stereo unspecified) | ? | 18% | -29
55 | CCc1ccc(CNC(=O)CN2CCSc3ccccc32)cc1 | 0% | / | 17
56 | O=C(NCCN=C1NS(=O)(=O)c2ccccc21)c1ccncc1 | 0% | 4% | -2
57 | CC(=O)c1c(C)[nH]c(C(=O)CSc2ccc(F)cc2)c1C | 6% | 0% | ?
58 | O=C(CN1C(=O)NC2(CCCC2)C1=O)Nc1cc(Cl)ccc1N1CCOCC1 | ? | / | -34
59 | Oc1ccc(Cl)cc1C1=Nc2ccccc2N=C(c2ccccc2)C1 | 17% | / | 35
60 | O=C(NC1CCCC1)c1ccc(Br)o1 | 0% | 0% | 19
61 | CCc1nn(CC(=O)N2CCN(c3cccc(C)c3C)CC2)c(=O)c2cc3sccc3n12 | 6% | / | -19
62 | Cn1c(N)c(C(=O)COC(=O)c2ccc3ccccc3c2)c(=O)n(C)c1=O | / | / | 7
63 | Cc1ccc(C(=O)OCC(=O)Nc2sccc2C(N)=O)cc1NC(=O)c1ccco1 | 0% | 2% | ?

entry | Sm TGR block | AMA1-RON2 inh | HCV inh
46 | 0% | -12% | -8%
47 | / | -11% | 10µM*
48 | -1% | -2% | ?
49 | -9% | 16% | -21%
50 | -11% | 30% | -12%
51 | -22% | -10% | -3%
52 | -11% | -9% | 3%
53 | -12% | -17% | -3%
54 | 7% | 8% | 14%
55 | -15% | / | /
56 | 2% | 0% | 11%
57 | 3% | -2% | 13µM*
58 | -1% | 2% | 9%
59 | -3% | / | /
60 | -5% | 16% | 20%
61 | -2% | / | /
62 | / | -2% | -24%
63 | -5% | -8% | ?

An excerpt of these results, screen by screen:
12	Cc1noc(C)c1CSc1nnnn1-c1ccc(Cl)cc1
13	O=C(COC(=O)C1CCN(c2ccc(C(F)(F)F)cn2)CC1)c1cccc(Br)c1
14	COc1cc(C(=O)NC(=S)Nc2cccc3nc(C)ccc23)cc(OC)c1OC
15	COc1cccc(-c2csc(N3CCN(CC(=O)NNC(=O)c4ccc(Cl)cc4)CC3)n2)c1

| screen / no. | 12 | 13 | 14 | 15 |
| --- | --- | --- | --- | --- |
| AmpC detergent | -14% | -2% | 5% | -4% |
| FBPA Giardia inh | 8% | / | -22% | 0% |
| HCMV antiviral | -37 | -38 | 14 | ? |
| Sm TGR block | 0% | -1% | -4% | 5% |
| AMA1-RON2 inh | 1% | -17% | -12% | 51%[activator] |
| HCV inh | ? | ? | ? | -28% |

Assay outcomes from PubChem BioAssay.
